Screening results (PubChem)
SENP8 block: blocks human SENP8 cleavage of Nedd8 substrate | Q96LD8 | recombinant SENP8, Nedd8 substrate fluorescence | inhibition, % at 20 µM | 360,000 tested, 0.64% active | AID 602440; in the data active = inhibition mostly above about 40%, no sharp cut-off; inactive = mostly below about 27%
Target sequence (Q96LD8 whole entry, looked up): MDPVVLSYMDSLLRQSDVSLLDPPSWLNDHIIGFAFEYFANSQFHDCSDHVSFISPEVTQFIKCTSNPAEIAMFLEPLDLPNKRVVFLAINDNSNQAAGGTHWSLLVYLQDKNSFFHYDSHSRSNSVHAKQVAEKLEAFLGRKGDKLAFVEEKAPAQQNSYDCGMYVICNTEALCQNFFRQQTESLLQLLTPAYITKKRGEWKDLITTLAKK
SENP6 block: blocks the human protease SENP6. inhibition, % at 10 µM. Recombinant SENP6 catalytic domain, aminoluciferin luminescence. AID 2599. 330,000 tested, 1.8% active;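 active = inhibition above about 50% at the single tested dose, limit read from the data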;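 also: plate controls were DMSO wells with enzyme for no effect and DMSO wells lacking enzyme for full effect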
PfG6PD inh: PfG6PD (Plasmodium falciparum) enzyme inhibition; inhibition, % at 20 µM; 350,000 tested, 0.78% active; PfGluPho enzyme, NADPH resazurin-diaphorase fluorescence; AID 504690;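 active = inhibition reaching at least a set limit at 20 µM in the primary screen, cut at about 59% in these data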;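 also: 0% = DMSO wells with substrate and 100% = DMSO wells lacking glucose-6-phosphate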
ATG4B inh: blocks human ATG4B protease cleavage of LC3 substrate; Q9Y4P1; ATG4B cleavage of LC3-PLA2, NBD-HPC fluorescence, 1 h; inhibition, % at 8.33 µM; 340,000 tested, 0.51% active; AID 504462; in the data active = inhibition above about 40%
Target sequence (Q9Y4P1 whole entry, looked up): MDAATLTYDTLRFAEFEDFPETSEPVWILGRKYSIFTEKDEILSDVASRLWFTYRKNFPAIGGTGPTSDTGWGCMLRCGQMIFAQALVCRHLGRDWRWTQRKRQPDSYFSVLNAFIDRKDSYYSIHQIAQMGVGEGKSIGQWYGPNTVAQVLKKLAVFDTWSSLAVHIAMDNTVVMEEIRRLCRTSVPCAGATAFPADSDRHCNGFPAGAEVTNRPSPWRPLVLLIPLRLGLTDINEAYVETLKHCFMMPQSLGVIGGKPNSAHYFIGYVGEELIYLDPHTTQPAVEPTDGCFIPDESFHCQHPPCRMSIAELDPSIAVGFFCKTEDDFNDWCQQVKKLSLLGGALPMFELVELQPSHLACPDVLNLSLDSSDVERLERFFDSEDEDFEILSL
HKDC1 inhibitor: HKDC1 (human) hexokinase inhibition; Q2TB90; recombinant HKDC1, G6PDH/diaphorase resazurin coupled fluorescence; inhibition, % at 20 µM; 340,000 tested, 0.16% active; AID 493160;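 active = inhibition above about 35% when tested at 20 µM, limit read from the data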;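 also: plate controls were DMSO wells with enzyme for no effect and DMSO wells lacking enzyme for full effect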
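Test system: recombinant HKDC1 (HK5) hexokinase enzyme, produced in-house; Amount: enzyme 5 µg/mL final; Buffer or medium: Tris pH 8.0 buffer with MgCl2, Tween-20, BSA, BME; Reagent: glucose and ATP substrates; Doses: 20 µM test compound, 1% DMSO; Incubation: 90 min reaction incubation at room temperature, dark; Detection: resorufin fluorescence at 613 nm.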
GRIN3A LBD mod: modulates the human NR3A ligand-binding domain; NR3A LBD differential scanning fluorimetry, Tm shift; 0% = protein alone, 100% = glycine-bound protein; Tm shift relative to glycine control, % at 25 µM; 340,000 tested, 2.5% active;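 active = melting temperature shift of at least 10% of the positive control shift, at one fixed dose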
MPTP inh: inhibitors of mitochondrial permeability transition pore | isolated mouse mitochondria, Ca2+ swelling absorbance, 30 min | inhibition, % at 10 µM | 360,000 tested, 1.4% active;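 active = inhibition of 50% or more, scaled per plate between neutral and stimulator controls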;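 also: 0% = DMSO wells given calcium and 100% = 1 mM EGTA wells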
SENP7 block: blocks the human protease SENP7; recombinant SENP7, Z-RLRGG-aminoluciferin luminescence, 40 min; inhibition, % at 5 µM; 330,000 tested, 1.5% active; AID 434973;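 active = inhibition above about 50% at the single test dose, limit read from the data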;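 also: plate controls were DMSO with enzyme for no effect and no enzyme buffer wells for full effect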
Target sequence (Q9BQF6 706-1050 limits assumed): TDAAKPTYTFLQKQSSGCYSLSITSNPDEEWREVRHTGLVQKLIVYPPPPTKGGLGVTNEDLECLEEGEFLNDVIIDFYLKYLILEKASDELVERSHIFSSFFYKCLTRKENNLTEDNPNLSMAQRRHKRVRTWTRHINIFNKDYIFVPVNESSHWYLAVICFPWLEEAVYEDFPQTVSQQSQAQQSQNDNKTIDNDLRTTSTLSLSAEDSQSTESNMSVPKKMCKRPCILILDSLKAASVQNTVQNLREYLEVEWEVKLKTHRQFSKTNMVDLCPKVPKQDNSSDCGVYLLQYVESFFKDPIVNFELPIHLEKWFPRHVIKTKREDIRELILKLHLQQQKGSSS
* marks the source's active call; other numbers are inactive results; . = not tested or not shown.

Values run as follows: HKDC1 inhibitor	SENP8 block	MPTP inh	GRIN3A LBD mod	PfG6PD inh	ATG4B inh	SENP6 block	SENP7 block
[1] Cc1ccc(-c2nnc(SCC(=O)Nc3ccc4c(c3)OCCO4)n2N)cc1
 : -5	16	-2.6	-3	-3	-5	16	-4
[2] COC(=O)c1[nH]c(C)c(/C(O)=C2\C(=O)C(=O)N(CCN3CCOCC3)C2c2ccc(C)o2)c1C (configuration not stated)
 : -3	25	0.1	2	4	-1	-4	5
[3] COc1cc(C(=O)NCc2nnc(SCC(=O)N3CCOCC3)o2)cc(OC)c1OC
 : 5	9	1.2	0	-6	3	-1	-5
[4] Cc1cccc(C(=O)NCC2CCN(C(=O)c3cccc(C)c3)CC2)c1
 : -4	3	-1.8	1	2	-2	-10	-7
[5] CN(C1CC(C)(C)NC(C)(C)C1)S(=O)(=O)CC12CCC(CC1=O)C2(C)C (configuration not stated)
 : -7	24	0.9	-2	0	-8	-9	6
[6] Cc1ccc(C)c(OCC(=O)N2CCN(C(=O)c3ccco3)CC2)c1
 : -5	15	0.3	0	-5	-1	-6	2
[7] CC[n+]1ccc(C[n+]2ccccc2)c2ccccc21
 : -7	-2	1.0	3	33	39	.	.
[8] CCc1cccc(C)c1NC(=O)COC(=O)CNS(=O)(=O)/C=C/c1ccccc1
 : 9	9	0.0	-1	-17	-7	-12	-6
[9] COc1ccc(NC(=O)CCNS(=O)(=O)c2cccc3nsnc23)cc1OC
 : -9	9	0.2	1	2	-1	-16	-12
[10] Cc1cc(C)nc(SCCS(=O)(=O)Cc2ccc(Cl)cc2)n1
 : 1	22	0.3	1	1	0	-17	6
[11] Cc1c(NC(=O)c2cccnc2C(=O)O)cccc1C(=O)O
 : 5	40	-0.9	0	-9	0	5	4
[12] COCc1cc(=O)[nH]c(SCC(=O)Nc2ccccc2)n1
 : -8	17	-0.7	1	-7	-7	2	1
[13] CCn1nc(C)c(CN2CCc3c([nH]c4ccccc34)C2C(C)(C)C)c1C (configuration not stated)
 : -1	-35	0.9	0	4	0	-6	-5
[14] COc1cc(C)c(S(=O)(=O)N2CCN(C)CC2)cc1C
 : -2	22	0.1	-1	0	-6	-26	3
[15] CCOc1ccc(-n2c(=S)sc3c(=O)n(-c4ccc(F)cc4)c(SCC(=O)O)nc32)cc1
 : -1	22	-1.7	15*	26	0	-14	-10
[16] O=[N+]([O-])c1cc(Cl)cc(/C=N/NC(=S)Nc2ccc(S(=O)(=O)N3CCOCC3)cc2)c1O
 : -24	24	72*	9	-20	13	-2	-4
[17] Cc1[nH]nc2c1C1(CCOCC1)C(C#N)=C(N)O2
 : -11	14	-0.5	-2	1	-1	6	1
[18] O=c1[nH]n(-c2ccc(Cl)cc2)c2ncccc12
 : 1	-20	0.8	5	-10	6	-7	-4
[19] O=C(Cc1ccc(NC(=O)C2CCCN(C(=O)C3CCCCC3)C2)cc1)Nc1ccc(C(=O)N2CCOCC2)cc1 (configuration not stated)
 : -3	2	-0.6	2	10	-7	.	.
[20] CCCC(=O)Nc1ccc(S(=O)(=O)N2CCCC2)cc1
 : 4	3	0.8	2	-8	10	-15	6
[21] CC(C)CN1CCC(=O)N([C@H](CO)Cc2ccccc2)CC1
 : -4	10	0.4	1	-14	7	-7	-16
[22] COc1cnc(-c2ccccn2)nc1Sc1ccccc1
 : 6	5	-2.9	-4	10	12	-6	0
[23] COC(=O)c1ccc(Oc2nc3ccccc3n3c(C)nnc23)cc1
 : -3	22	0.0	1	-1	0	-18	-4
[24] CCCN1C2CCCC1CC(NC(=O)NC13CC4CC(CC(C4)C1)C3)C2 (configuration not stated)
 : -5	24	-0.1	0	-9	7	0	-13
[25] COc1ccc(CCNC(=O)CCc2nc3sc4c(c3c(=O)[nH]2)CCCC4)cc1
 : -3	-54	-0.4	-4	-1	-8	-12	-5
[26] COCCn1cc(C(=S)N2CCOCC2)c2ccccc21
 : -7	20	-0.1	1	-10	-4	4	-13
[27] O=C(COC(=O)COc1ccccc1)NC1CCCc2ccccc21 (configuration not stated)
 : 13	9	-0.2	0	-14	14	-15	6
[28] COc1ccc(NC(=O)CCCn2nc(C)c3c(C)n(-c4ccccc4)nc3c2=O)cc1OC
 : -4	15	-1.5	-1	-3	-5	-11	4
[29] C[C@H](CO)N1C[C@H](C)[C@@H](CN(C)S(C)(=O)=O)Oc2c(NC(=O)Cc3ccccc3)cccc2C1=O
 : -1	15	-0.6	-4	-6	4	-9	2
[30] COC(=O)c1cccc(NC(=S)Nc2ccccc2Cl)c1
 : 0	-158	9.3	-1	-5	0	-6	7

11 entries from above, ordered by molecular weight, ascending.
Values run as follows: HKDC1 inhibitor	SENP8 block	MPTP inh	GRIN3A LBD mod	PfG6PD inh	ATG4B inh	SENP6 block	SENP7 block
[17] Cc1[nH]nc2c1C1(CCOCC1)C(C#N)=C(N)O2
 : -11	14	-0.5	-2	1	-1	6	1
[7] CC[n+]1ccc(C[n+]2ccccc2)c2ccccc21
 : -7	-2	1.0	3	33	39	.	.
[14] COc1cc(C)c(S(=O)(=O)N2CCN(C)CC2)cc1C
 : -2	22	0.1	-1	0	-6	-26	3
[11] Cc1c(NC(=O)c2cccnc2C(=O)O)cccc1C(=O)O
 : 5	40	-0.9	0	-9	0	5	4
[21] CC(C)CN1CCC(=O)N([C@H](CO)Cc2ccccc2)CC1
 : -4	10	0.4	1	-14	7	-7	-16
[12] COCc1cc(=O)[nH]c(SCC(=O)Nc2ccccc2)n1
 : -8	17	-0.7	1	-7	-7	2	1
[4] Cc1cccc(C(=O)NCC2CCN(C(=O)c3cccc(C)c3)CC2)c1
 : -4	3	-1.8	1	2	-2	-10	-7
[10] Cc1cc(C)nc(SCCS(=O)(=O)Cc2ccc(Cl)cc2)n1
 : 1	22	0.3	1	1	0	-17	6
[8] CCc1cccc(C)c1NC(=O)COC(=O)CNS(=O)(=O)/C=C/c1ccccc1
 : 9	9	0.0	-1	-17	-7	-12	-6
[2] COC(=O)c1[nH]c(C)c(/C(O)=C2\C(=O)C(=O)N(CCN3CCOCC3)C2c2ccc(C)o2)c1C (configuration not stated)
 : -3	25	0.1	2	4	-1	-4	5
[19] O=C(Cc1ccc(NC(=O)C2CCCN(C(=O)C3CCCCC3)C2)cc1)Nc1ccc(C(=O)N2CCOCC2)cc1 (configuration not stated)
 : -3	2	-0.6	2	10	-7	.	.

Next records.
Values run as follows: HKDC1 inhibitor	SENP8 block	MPTP inh	GRIN3A LBD mod	PfG6PD inh	ATG4B inh	SENP6 block	SENP7 block
[31] O=C(Nc1ccc2ccccc2n1)Nc1ccccc1F
 : 1	14	0.1	2	4	-1	-9	5
[32] COc1cccc(NC(=O)Nc2cccn(Cc3ccccc3)c2=O)c1
 : 6	-350	0.0	-9	19	-3	-53	21
[33] CC(C)CC(=O)Nc1ccc(C(=O)CN2CCC(C)CC2)cc1
 : -13	-10	-0.4	-1	9	4	-13	9
[34] CCOc1cc2[nH]c(=S)n(CCCC(=O)NCc3ccco3)c(=O)c2cc1OCC
 : 3	5	0.4	1	-6	8	-19	1
[35] Cc1ccc(S(=O)(=O)N2CCN(c3ccc(S(=O)(=O)N4CCOCC4)cn3)CC2)cc1
 : -2	11	-1.3	0	2	4	-2	-9
[36] O=C(Nc1ccc(N2CCN(C(=O)c3ccccc3)CC2)cc1)c1ccc2c(c1)OCO2
 : -4	8	-0.2	2	5	2	-9	-9
[37] O=C(NCCc1ccncc1)C(F)(F)F
 : -7	9	1.2	-2	-11	-11	-2	6
[38] CCOC(=O)c1ccccc1OC(=O)CS(=O)c1ccccc1[N+](=O)[O-] (configuration not stated)
 : 0	10	-1.0	-3	-6	8	-14	0
[39] CC1Nc2ncnc(N3CCOCC3)c2N(Cc2ccccc2)C1=O (configuration not stated)
 : -3	4	-2.0	-1	1	-6	-2	18
[40] Nc1nonc1-n1nnc(C(=O)N/N=C/c2c[nH]c3ccccc23)c1-c1ccccc1
 : 4	-55	0.3	32*	15	-36	-13	1
[41] Cc1ccc(S(=O)(=O)NC(=O)CSc2nc3ccccc3s2)cc1
 : -6	-2	8.8	-1	-15	3	-7	3
[42] CC(=O)Nc1ccccc1C
 : 0	17	-1.5	0	-12	4	-6	0
[43] C=CCOc1cccc(/C=N/NC(=O)C(=O)NCc2ccco2)c1
 : -9	-7	-1.2	1	8	-1	-17	1
[44] Cc1cccc(C)c1NC(=O)CS(=O)CC(=O)N1CCN(c2ccccc2)CC1 (configuration not stated)
 : -5	6	-1.5	2	8	-5	-11	-3
[45] O=C(NNC(=O)c1ccc(Br)o1)c1ccc(NS(=O)(=O)c2cccs2)cc1
 : -1	5	-0.8	-2	-19	-6	.	.
[46] NS(=O)(=O)c1ccc(N/N=C/c2cn(-c3ccccc3)nc2-c2cccs2)c([N+](=O)[O-])c1
 : -4	32	2.8	3	-7	-8	-1	11
[47] CC(C)CN(C(=O)c1ccc(=O)n(C)n1)c1nc2ccccc2s1
 : -1	13	0.1	1	-8	-9	1	-3
[48] CN(C(=O)COC(=O)c1ccc(Cl)c(S(=O)(=O)N2CCCCCC2)c1)C1CCS(=O)(=O)C1 (configuration not stated)
 : -5	12	-0.5	2	-5	-45	13	0
[49] CCn1c(/C=C2\C(=O)N(C)c3ccccc32)nc2ccccc2c1=O
 : 8	9	2.1	4	-9	9	5	-2
[50] OCCn1c(-c2ccccc2)csc1=Nc1ccccc1
 : -9	8	1.7	1	20	-12	-22	-12
[51] Cc1ccnn1CCC(=O)N1CCCC(Nc2ccc(F)c(F)c2)C1 (configuration not stated)
 : 0	27	-0.9	1	-8	-3	-11	-9
[52] Cc1ccc(Sc2c([N+](=O)[O-])c(=O)n(C)c3ccccc23)cc1
 : 6	12	-1.5	7	9	-6	-4	4
[53] CCNC(=S)NNC(=O)c1cc(C)nc2ccccc12
 : 11	-78	0.0	0	-13	8	-2	2
[54] COc1ccc(Cn2c(=O)n(Cc3ccco3)c(=N)c3c4c(sc32)COC(C)(C)C4)cc1
 : 7	-29	1.0	3	8	-14	-5	-11
[55] COCCCNC(=O)Nc1ccc(Br)cc1Cl
 : -8	15	-0.9	2	8	4	-31	-1
[56] CCn1c(=O)cc(OCC(=O)N2CCCCCC2)c2ccccc21
 : 5	5	-0.6	3	-11	-4	1	5
[57] [O-][n+]1ccc(C2CC2)cc1
 : 1	18	-1.2	-2	-9	6	-14	1
[58] O=C(C1COc2ccccc2O1)N1CCN(c2ccccn2)CC1 (configuration not stated)
 : -1	-10	-0.4	-1	-7	6	4	3
[59] CCCCNCc1cc(OCC)c(OCC)cc1Br
 : -13	16	1.1	2	13	-9	-24	3
